S1P4 agonist – S1P4 receptor agonists, primary screen, cell-based. Sphingosine 1-phosphate receptor 4 (Homo sapiens), O95977. S1P4-expressing cell line, agonist reporter assay. activation, % at 4.98 µM. 220,000 tested, 0.35% active. AID 1509, 2009; in the data active = activation above about 11%;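 note: 0% = DMSO vehicle and 100% = reference agonist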
Target sequence (O95977 whole entry, looked up): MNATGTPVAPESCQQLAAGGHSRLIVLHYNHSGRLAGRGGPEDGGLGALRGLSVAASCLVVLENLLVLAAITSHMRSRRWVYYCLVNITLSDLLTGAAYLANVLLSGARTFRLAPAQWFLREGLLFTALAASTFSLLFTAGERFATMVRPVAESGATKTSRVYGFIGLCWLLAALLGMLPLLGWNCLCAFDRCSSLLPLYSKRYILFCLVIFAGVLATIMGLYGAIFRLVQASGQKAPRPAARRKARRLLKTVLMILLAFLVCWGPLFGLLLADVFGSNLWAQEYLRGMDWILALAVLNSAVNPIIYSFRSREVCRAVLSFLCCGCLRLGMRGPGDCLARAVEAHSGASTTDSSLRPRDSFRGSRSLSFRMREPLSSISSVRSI
NPY1 pot ag – NPY-Y1 receptor potentiators or agonists, primary screen, cell-based | activation, % at 3.6 µM | NPY-Y1 expressing cells, potentiator/agonist activation | Neuropeptide Y receptor type 1 (Homo sapiens), P25929 | 220,000 tested, 0.37% active | AID 1304, 2008; in the data active = activation above about 33%, passing the limit was not always enough;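 note: cells stimulated with NPY at EC10 then isoproterenol at EC100; 0% = low agonist plus stimulus and 100% = saturating agonist plus stimulus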
S1P4 antag – S1P4 receptor antagonists, primary screen, cell-based. S1P4-expressing cells, antagonist mode, reporter read-out. 220,000 tested, 0.26% active. Sphingosine 1-phosphate receptor 4 (Homo sapiens), O95977. inhibition, % at 4.98 µM; in the data active = inhibition above about 29%;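 note: 0% = wells stimulated with agonist and 100% = vehicle wells without agonist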
RBBP9 inh – human RBBP9 inhibitors, primary screen, biochemical, fluorescence polarization, FP-Rh probe, HTS; inhibition, % at 7.94 µM; AID 1515, 2009; 220,000 tested, 0.2% active; Serine hydrolase RBBP9 (Homo sapiens), O75884; recombinant RBBP9;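 active = inhibition above the campaign mean of all tested compounds plus 3 SD, cut at about 14% in these data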;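 note: plate controls were DMSO wells with RBBP9 for no effect and wells lacking RBBP9 protein for full effect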
Target sequence (O75884 whole entry, looked up): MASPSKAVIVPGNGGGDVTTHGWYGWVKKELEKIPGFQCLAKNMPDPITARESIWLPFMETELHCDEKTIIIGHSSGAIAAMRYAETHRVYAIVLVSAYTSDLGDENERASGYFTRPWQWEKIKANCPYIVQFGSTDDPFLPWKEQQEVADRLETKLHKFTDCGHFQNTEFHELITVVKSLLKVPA
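Test system: recombinant human RBBP9. Quantity: 2.5 µM RBBP9 dispensing solution, before mixing. Detection: FP readout at 525/598 nm. Reagent: Serine-hydrolase probe FP-Rh, 375 nM pre-mixing. Measure: % inhibition. Control set: DMSO-treated enzyme wells and wells lacking RBBP9. Buffer or medium: Tris-NaCl-Pluronic buffer, pH 8.0. Times: preincubation 30 min plus labeling 45 min at 25 °C.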
Ba/F3 V617F tox – reduced viability of JAK2V617F-dependent Ba/F3 cells, primary screen, JAK2V617F inhibitor project, cell-based, Ba/F3 EpoR-JAK2V617F, luminescence. ATP luminescence. inhibition, % at 5.6 µM. 220,000 tested, 1.1% active. AID 1446, 2008;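 active = inhibition above the campaign mean plus 3 SD over all tested compounds, cut at about 24% in these data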;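 note: cytokine-independent growth of Ba/F3 cells driven by EpoR plus mutant JAK2; 0% = DMSO-treated cells and 100% = JAK inhibitor I control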
NPY2 pot ag – NPY-Y2 potentiators or agonists, primary screen, cell-based; cells expressing NPY-Y2, potentiator/agonist read-out; Neuropeptide Y receptor type 2 (Homo sapiens), P49146; activation, % at 3.6 µM; 220,000 tested, 0.45% active; in the data active = activation above about 27%;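 note: cells stimulated with NPY near EC25 plus isoproterenol at EC100; 0% = vehicle plus submaximal agonist and 100% = vehicle plus saturating agonist; some results beyond the cut were filed as inactive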
Target sequence (P49146 whole entry, looked up): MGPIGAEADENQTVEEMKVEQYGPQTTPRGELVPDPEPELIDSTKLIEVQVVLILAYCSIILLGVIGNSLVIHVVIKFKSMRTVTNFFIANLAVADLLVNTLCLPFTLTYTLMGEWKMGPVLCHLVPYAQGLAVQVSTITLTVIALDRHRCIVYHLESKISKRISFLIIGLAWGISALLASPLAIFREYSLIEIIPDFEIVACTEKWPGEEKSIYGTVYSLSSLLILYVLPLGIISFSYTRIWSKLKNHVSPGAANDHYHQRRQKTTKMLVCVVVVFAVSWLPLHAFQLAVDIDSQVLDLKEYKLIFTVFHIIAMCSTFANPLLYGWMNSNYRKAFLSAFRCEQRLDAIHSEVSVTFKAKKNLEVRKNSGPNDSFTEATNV
BaF3 parental – parental Ba/F3 cell viability inhibition, counter-screen for JAK2V617F inhibitor project, murine pro-B, CellTiter-Glo luminescence | CellTiter-Glo ATP luminescence | inhibition, % at 5.6 µM | 220,000 tested, 1.1% active | AID 1486, 2009;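 active = inhibition above a per-campaign cutoff, the mean inhibition of all tested compounds plus 3 SD, cut at about 27% in these data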;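 note: 0% = DMSO wells and 100% = JAK Inhibitor I control wells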
NPY Y1 blocker – NPY-Y1 receptor antagonists, primary screen, cell-based; Neuropeptide Y receptor type 1 (Homo sapiens), P25929; HEK293-CNG Y1 cells, membrane potential fluorescence; NPY at EC95, then isoproterenol; 200,000 tested, 1% active; inhibition, % at 3.6 µM;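 active = inhibition above the campaign mean inhibition of all tested compounds plus 3 SD, cut at about 20% in these data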;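 note: 0% = DMSO wells given NPY plus isoproterenol and 100% = isoproterenol alone without NPY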
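Assay system: HEK293 Y1/CNG channel cell line; Doses: single compound dose of 3.6 µM, 0.4% DMSO; Timing: dye 3 h, compound 60 min room temperature, stimulation 45 min; Technique: Membrane-potential fluorescent dye readout; Measure: % inhibition of NPY effect.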
Runt-CBFb FRET – inhibitors of RUNX1 Runt–CBFb binding, primary screen, biochemical, FRET, Cerulean-Runt, Venus-CBFb, uHTS; Runt-related transcription factor 1 (Homo sapiens) + Core-binding factor subunit beta …; Cerulean-Runt/Venus-CBFb FRET ratio 530/480, 1 h; inhibition, % at 20 µM; 220,000 tested, 0.46% active; AID 1496, 2009;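 active = inhibition over about 50% at 20 µM in the single-dose screen, limit read from the data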;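 note: 0% = DMSO wells and 100% = excess unlabeled CBFb competitor control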
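Schedule: protein complex preformed 1 h, compound exposure 1 h, room temperature, dark; test system: Cerulean-labeled Runt domain protein; amount: 100 nM per protein; buffer or medium: Tris 50 mM pH 7.5, KCl, K2SO4, 0.01% BSA; read-out: loss of energy transfer signal; detection: FRET fluorescence; controls: 5 µM unlabeled CBFb as full-inhibition high control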
* marks the source's active call; other numbers are inactive results; · = not tested or not shown.

Screens in order – BaF3 parental	Ba/F3 V617F tox	S1P4 antag	S1P4 agonist	NPY2 pot ag	NPY Y1 blocker	Runt-CBFb FRET	NPY1 pot ag	RBBP9 inh
Cc1n[nH]c(=S)n(/N=C/c2ccccn2)c1=O
 : 0	-3	-2	-1.1	12	5	-3	-2	8
CC(C)(C)C(=O)Nc1ccccc1C(=O)OCC(=O)c1ccc2c(c1)OCCO2
 : 2	-4	3	-0.9	6	2	0	11	-9
CC(/C=N/NC(=O)c1cc(-c2ccncc2)nc2ccccc12)=C\c1ccco1
 : 0	-3	10	0.5	-3	10	0	-10	-6
Cc1cc(C)cc(N(CC(=O)NCc2ccc3c(c2)OCO3)C(=O)CCC(=O)Nc2ccccn2)c1
 : 2	0	1	2.1	0	-4	0	-20	-10
Cc1ccc(-c2nnn(CC(=O)N3CCN(c4nc5ccccc5s4)CC3)n2)cc1
 : 0	-2	4	-1.8	22	-4	-2	-5	-7
CCOCCCNC(=O)C(NC(=O)c1ccccc1O)c1ccc(Cl)cc1 (configuration not stated)
 : 4	-1	-2	-1.1	14	0	0	19	-6
CC(=O)Nc1ccc(OCC(O)CN2CCCCC2C)cc1 (configuration not stated)
 : -1	-1	-24	0.5	3	-2	-3	0	-9
COc1cccc(NC(=O)CN2C(=O)NC(C)(CCC(C)C)C2=O)c1 (configuration not stated)
 : 5	1	-8	-0.3	3	-3	-1	1	-6
CCCC[n+]1ccn(-c2nc3ccccc3nc2[N-]S(=O)(=O)c2ccc(C)cc2)c1
 : 15	5	16	1.6	11	8	12	-4	-7
Cc1noc(C)c1CSCC(=O)Nc1nc2ccc(Oc3ccccc3)cc2s1
 : 6	4	8	-2.0	-19	12	1	-26	-22
CN(C)CCCNC(=O)/C(=C\c1ccc(-c2cccc([N+](=O)[O-])c2)o1)NC(=O)c1ccccc1
 : 9	1	-8	2.9	-1	0	-3	-5	4
Cn1c(=O)c2c(nc(NCc3ccc4c(c3)OCO4)n2Cc2ccccc2Cl)n(C)c1=O
 : -2	-3	5	-1.5	4	-3	0	-6	1
CC(C)C(=O)N1CCN(c2ccccc2NC(=O)c2cccc(Cl)c2)CC1
 : 2	0	-1	0.0	0	19	-2	-9	-3
OC1CCCN(c2c3c(nc4cc(-c5cccc(Cl)c5)nn24)CCC3)C1 (configuration not stated)
 : 0	-2	-12	-0.1	8	0	-2	-9	4
O=C(NC1CCCCC1)C(c1cccnc1)N(C(=O)c1csnn1)C1CCCC1 (configuration not stated)
 : 5	-4	-15	-0.4	8	5	0	3	-6
CC1(C)Cc2c(sc3nc4n(-c5ccccc5)cnn4c(=O)c23)CO1
 : -2	0	-14	1.0	-15	·	-1	-1	-2
CC(=O)c1ccc(N(C(=O)Cn2nnc(-c3ccccc3)n2)C(C(=O)NC2CCCCC2)c2ccccn2)cc1 (configuration not stated)
 : 5	-5	-23	1.9	5	-2	-7	-4	-1
CCn1c(-c2ccoc2C)n[nH]c1=S
 : 5	-3	-8	-0.5	-8	1	0	5	-4
O=[N+]([O-])c1cccc(-c2cc(C(F)(F)F)n3nc(-c4ccccc4)cc3n2)c1
 : 1	-2	11	-0.3	8	·	5	7	-9
Cc1ccc2[nH]c(=O)c(CN(CCCN(C)C)C(=S)NCCc3ccccc3)cc2c1
 : 8	1	17	-1.0	-22	10	0	-29	11
O=C(Nc1ccc(Cl)cc1)C1=Cc2ccccc2OC1
 : 3	-3	-2	0.2	-7	9	0	3	-9
Cc1cc(C)n(C(=O)CCC(=O)NCc2ccccc2)n1
 : 4	3	-2	0.4	-5	15	-3	-16	-3
CCN(c1ccccc1)S(=O)(=O)c1ccc(Cl)c(NC(=O)COC(=O)C2CC2C)c1 (configuration not stated)
 : 5	1	-13	3.1	7	-1	-2	19	-1
CCCC(=O)NCCCc1nc2ccccc2n1C
 : 3	1	-9	-1.0	1	2	1	12	2
Clc1ccc(COc2cccc(CNCc3ccncc3)c2)cc1
 : 38*	5	-2	-0.4	3	8	-3	-25	-8
O=C(OCC(=O)N1CCN(C(=O)c2ccco2)CC1)c1cn(-c2ccccc2)nc1-c1ccccc1
 : 6	2	0	-3.0	-1	-3	-15	20	-12
Cc1ccc(NC2=CC(=O)CC(c3ccccc3)C2)cc1 (configuration not stated)
 : 10	6	-30	0.6	-1	-1	-1	15	-4
CCCN1CCN(C(=O)Cn2ncc3ccccc32)CC1
 : -1	-4	5	-1.4	-2	0	1	1	4
CC(C)COc1ccc(C2NC(=O)NC2=O)cc1 (configuration not stated)
 : 5	2	-15	-2.2	-14	0	0	-17	-12
CCC(C)NCCOCCOc1ccc(F)cc1 (configuration not stated)
 : 3	-3	-7	0.6	10	-2	-1	-1	1

Two of the compounds above, in CSV form.
molecule,BaF3 parental,Ba/F3 V617F tox,S1P4 antag,S1P4 agonist,NPY2 pot ag,NPY Y1 blocker,Runt-CBFb FRET,NPY1 pot ag,RBBP9 inh
CC1(C)Cc2c(sc3nc4n(-c5ccccc5)cnn4c(=O)c23)CO1,-2,0,-14,1.0,-15,·,-1,-1,-2
CC(=O)c1ccc(N(C(=O)Cn2nnc(-c3ccccc3)n2)C(C(=O)NC2CCCCC2)c2ccccn2)cc1 (configuration not stated),5,-5,-23,1.9,5,-2,-7,-4,-1

(list continues)
Screens in order – BaF3 parental	Ba/F3 V617F tox	S1P4 antag	S1P4 agonist	NPY2 pot ag	NPY Y1 blocker	Runt-CBFb FRET	NPY1 pot ag	RBBP9 inh
COc1ccc(CC(=O)Nc2c3c(nn2-c2cccc(C)c2C)CS(=O)(=O)C3)cc1
 : 4	-2	17	1.8	-7	2	1	20	-6
N#Cc1ccc(Oc2nc(C#N)cc(-c3ccccc3)n2)cc1
 : 10	0	-6	1.2	3	-2	1	-8	-9
C/C(=C\c1ccccc1)CN1CCC(C(=O)N2CCCCC2)CC1
 : 7	0	-11	-1.0	5	3	0	-17	-8
CCCc1cc(C(=O)NCc2ccc(OC)cc2)no1
 : 3	-3	-3	2.0	1	3	0	-22	0
O=C(NCCO)/C(=C\c1ccco1)NC(=O)c1cccs1
 : 1	3	-8	-0.4	-4	1	2	-12	-10
CC1=Nc2ccccc2N=C(NC(=O)CSc2nnnn2-c2ccccc2)C1c1ccccc1 (configuration not stated)
 : 0	-3	8	-1.1	-4	-5	4	-13	1
O=C(Cn1nc(-c2ccc(Cl)cc2)ccc1=O)NCCN1CCOCC1
 : 1	-3	-7	1.9	3	0	2	5	-6
Cc1ccc(Oc2ncccc2COC(=O)Nc2ccccc2C)cc1
 : 6	0	-16	0.2	-9	19	-1	-3	-6
Fc1ccccc1COc1ccc(-c2nnn(Cc3ccccc3F)n2)cc1
 : 6	-2	-10	-0.9	-24	7	-1	-33	-8
COc1cccc(C(c2sc3nc(C)nn3c2O)N2CCc3ccccc3C2)c1 (configuration not stated)
 : 3	-2	-9	1.1	-3	2	4	11	-3
O=C(NNc1nc2ccccc2s1)c1ccc(F)cc1
 : 9	4	-22	-0.9	16	-1	24	-5	-4
CN(C)C(=O)N1CCN(C(=O)N2CCOCC2)CC1
 : -1	0	4	0.4	3	-1	-1	-17	7
O=C(N/N=C/c1cccc(Oc2ccccc2)c1)c1cccc(Br)c1
 : 1	-3	7	-3.8	0	2	-2	-7	-34
CCc1ccc(/C([O-])=C(/C(=S)NCCN2CCOCC2)[n+]2ccccc2)cc1
 : 6	1	-21	1.0	-8	5	4	-6	-5
Cc1ccc(NC(=O)C(=O)NN=C2CCCC2)cc1C
 : 4	0	-11	1.9	5	-1	-1	11	-7
O=C(Cc1ccc(F)cc1)N/N=C/c1ccc(-c2ccc(Cl)c(C(=O)O)c2)o1
 : 9	0	-10	0.5	-3	3	1	1	0
O=C(CCc1ccc(O)cc1)NNC(=S)NCCc1ccccc1
 : 1	-2	-5	2.1	0	·	2	6	0
COc1ccc(C(C(=O)NC2CCCC2)N(CC2CCCO2)C(=O)Cc2cccs2)cc1OC (configuration not stated)
 : 3	2	-15	1.8	3	4	-1	-2	-10
Cc1ccc(NCCc2ccc(C)nc2)cc1
 : 1	-3	-18	-1.8	8	4	-1	7	-13
COc1ccc(CN2C(=S)NC(C)(C)CC2(C)O)cc1 (configuration not stated)
 : 4	-2	-15	1.1	1	1	0	11	4
COc1cc2c(cc1OC)C(c1cc3cc4c(cc3[nH]c1=O)OCO4)N(C(=O)C1CC1)CC2 (configuration not stated)
 : 0	-2	13	-0.5	3	1	-2	0	-2
CCCC(=O)Nc1ccc(N2CCCCC2)cc1
 : 6	1	10	-3.8	-10	-1	4	-6	-13
Cn1c(-c2ccc(CN3CCCCC3)o2)nc2ccccc21
 : 2	0	1	1.0	-14	3	13	-26	-7
CCC(=O)N/N=C(\C)CC(=O)Nc1ccc(Cl)cc1
 : 2	-5	5	1.3	-11	1	-1	2	2
CCOc1ccc(CN2C(=O)c3ccccc3C2=O)cc1C(=O)Nc1nnc(SCC)s1
 : 0	1	-15	1.8	-7	2	2	0	-9

At a glance, some entries already given:
Screens in order – BaF3 parental	Ba/F3 V617F tox	S1P4 antag	S1P4 agonist	NPY2 pot ag	NPY Y1 blocker	Runt-CBFb FRET	NPY1 pot ag	RBBP9 inh
CN(C)C(=O)N1CCN(C(=O)N2CCOCC2)CC1
 : -1	0	4	0.4	3	-1	-1	-17	7
O=C(N/N=C/c1cccc(Oc2ccccc2)c1)c1cccc(Br)c1
 : 1	-3	7	-3.8	0	2	-2	-7	-34
CCc1ccc(/C([O-])=C(/C(=S)NCCN2CCOCC2)[n+]2ccccc2)cc1
 : 6	1	-21	1.0	-8	5	4	-6	-5
Cc1ccc(NC(=O)C(=O)NN=C2CCCC2)cc1C
 : 4	0	-11	1.9	5	-1	-1	11	-7
O=C(Cc1ccc(F)cc1)N/N=C/c1ccc(-c2ccc(Cl)c(C(=O)O)c2)o1
 : 9	0	-10	0.5	-3	3	1	1	0
O=C(CCc1ccc(O)cc1)NNC(=S)NCCc1ccccc1
 : 1	-2	-5	2.1	0	·	2	6	0

Compound activity deposited in PubChem by several laboratories.
